High-throughput results (PubChem)
TDP1 cell CPT: growth inhibition of DT40 Tdp1-/-;hTDP1 cells with camptothecin (screen for TDP1 inhibitors); chicken DT40 Tdp1-/-;hTDP1 cells + 20 nM CPT, ATP luminescence, 48 h; Potency, µM (highest dose often 46.2 µM), inactives show at the top dose activity change, negative = growth inhibition, usual class: inhibitors; 12% of 420,000 active; AID 686979; note: nearly all actives have a fitted effect of over 55% in size
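Cell growth measured by CellTiter-Glo luminescence after a minimum 48 h, 37 C compound exposure with 20 nM CPT in Tdp1-knockout DT40 cells stably expressing hTDP1, seeded 400/well; qHTS titration format.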
TDP1 inh: TDP1 (human) enzyme inhibition; Q9NUW8; recombinant TDP1, AlphaScreen DNA substrate cleavage; Potency, µM (highest dose often 130 µM), without a hit: at the top dose activity change, negative = inhibition, usual class: inhibitors; 0.28% of 350,000 active; AID 485290; note: nearly all actives have a fitted effect of over 40% in size
Target sequence (Q9NUW8 whole entry, looked up): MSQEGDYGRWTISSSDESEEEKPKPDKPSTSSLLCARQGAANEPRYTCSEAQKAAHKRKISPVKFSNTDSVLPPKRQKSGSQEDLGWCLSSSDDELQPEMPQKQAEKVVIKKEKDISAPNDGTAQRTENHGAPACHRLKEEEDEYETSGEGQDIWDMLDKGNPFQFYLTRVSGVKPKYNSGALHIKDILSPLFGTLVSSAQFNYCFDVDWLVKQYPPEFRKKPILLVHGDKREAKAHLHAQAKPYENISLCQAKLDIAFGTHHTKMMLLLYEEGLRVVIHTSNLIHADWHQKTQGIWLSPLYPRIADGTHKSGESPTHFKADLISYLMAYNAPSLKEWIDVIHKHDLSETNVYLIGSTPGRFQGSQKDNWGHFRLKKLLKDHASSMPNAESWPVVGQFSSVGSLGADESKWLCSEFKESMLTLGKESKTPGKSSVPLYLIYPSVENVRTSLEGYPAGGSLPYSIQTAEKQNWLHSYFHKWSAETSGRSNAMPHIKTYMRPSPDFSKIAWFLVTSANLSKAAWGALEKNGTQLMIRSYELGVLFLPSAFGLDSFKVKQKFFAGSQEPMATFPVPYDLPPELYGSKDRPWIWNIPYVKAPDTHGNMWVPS
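Tdp1 1 nM final; 15 min RT w/ cpd; substrate 15 nM, 5 min; beads 10 ug/ml, 10 min; AlphaScreen read. Neg ctrl: no enzyme.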
TDP1 cell noCPT: qHTS for Inhibitors of human tyrosyl-DNA phosphodiesterase 1 (TDP1): qHTS in cells in absence of CPT | 15% of 420,000 active | DT40 Tdp1-/- hTDP1 cells, no CPT, ATP luminescence, 48 h | Potency, µM (top dose mostly 46.2 µM), for the others: at the top dose activity change, negative = growth inhibition, most hits filed as inhibitors; note: nearly all actives have a fitted effect of over 55% in size
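Seeded 400 DT40-hTDP1 cells/well (vehicle DMSO, no 20 nM CPT); pinned compounds; ≥48 hr at 37 °C; CellTiter-Glo luminescence as viability measure.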
Numbers without * were called inactive; u = inconclusive; x = not tested or not shown; & = joins results of further samples; [ ] = remark or other dose. Calls come from the whole dose curve; as a rule, active = well fitted curve in the direction sought with a large enough effect; inconclusive = small, poorly fitted or top-dose-only effect, or another doubt; inactive = no such curve, though single readings can be large; an effect the other way counts as inactive or inconclusive. % is set by controls: 0 for no effect and ±100 for the full control effect; potency is the fitted concentration of half-maximal effect.

Every second line gives: TDP1 cell CPT, TDP1 inh, TDP1 cell noCPT
1) CCCOc1ccc(N2CC(C(=O)Nc3ccc4c(c3)OCO4)CC2=O)cc1 (stereo not given)
  4%, -5%, -5%
2) C=CCn1c(CCn2c3ccccc3c3ccccc32)n[nH]c1=S
  -17%, 3%, -25%
3) CC(NC(=O)/C(C#N)=C1\N=C(NC(=O)c2ccco2)c2ccccc21)c1ccccc1 (stereo not given)
  10%, 5%, -22%
4) COc1ccc(CCN(C)C(=O)c2cncc(Br)c2)cc1OC
  -1%, 8%, -16%
5) COc1ccc(C(O)c2ncc(-c3ccccc3C)[nH]2)cc1F (stereo not given)
  u, x, u
6) COc1cccc(-n2c(SC)nnc2-c2c[nH]c3ccccc23)c1
  -28%, 4%, u
7) Cc1occc1C(=O)NNC(=O)Nc1ccc(Cl)c(Cl)c1
  15µM*, 1%, u
8) CCNC(=S)N1CCNC(=O)C1CC(=O)OC (stereo not given)
  4%, 0%, -5%
9) CCOCCCNC(=O)C(c1ccc(OC)cc1)N(Cc1ccc2c(c1)OCO2)C(=O)c1ccccc1O (stereo not given)
  u, 3%&3%, u
10) Cc1cccc(NC(=O)c2nc[nH]c2C(=O)N[C@@H](Cc2ccccc2)C(=O)OC(C)(C)C)c1
  u, 9%, u
11) COc1ccc(S(=O)(=O)N(Cc2cc3ccc(OC)cc3[nH]c2=O)CC2COCCO2)cc1 (stereo not given)
  u, 6%, u
12) CCOC(=O)N1CCN(c2cc(=O)n(-c3cccc(C)c3)c(=O)[nH]2)CC1
  1%, -9%, -30%
13) COc1ccc(Nc2nc(-c3ccc(OC)cc3)cs2)cc1
  -3%, 3%, -14%
14) COc1cccc(Nc2nc(C)cc(C)c2C#N)c1
  3%, -2%, -8%
15) c1ccc(-c2ccc(CN3C[C@@H]4C(c5ccccc5)C5(c6ccccc6)CC4(C5)[C@H]3c3ccccc3)cc2)cc1 (stereo not given in full)
  1%, 6%&4%, -3%
16) COc1ccc(/C=N/NC(=O)C[n+]2ccccc2)c(OC)c1
  -13%, 0%, 0%
17) Cc1nn2c(=O)cc(CSc3nc4ccccc4[nH]3)nc2s1
  -14%, 4%, -15%
18) O=C(O)CC(c1ccc(Cl)cc1)N1C(=O)CCC1=O (stereo not given)
  2%, 4%, 1%
19) COc1ccc(C2=NO[C@@H]3C(=O)N(c4ccc(C)cc4C)C(=O)[C@H]23)cc1OC
  26µM*, 5%, u
20) O=C(NNc1nc2cc3c(cc2s1)OCO3)c1ccccc1
  -10%, 3%, u

The list goes on; it opens with the two that closed the last part.
Every second line gives: TDP1 cell CPT, TDP1 inh, TDP1 cell noCPT
19) COc1ccc(C2=NO[C@@H]3C(=O)N(c4ccc(C)cc4C)C(=O)[C@H]23)cc1OC
  26µM*, 5%, u
20) O=C(NNc1nc2cc3c(cc2s1)OCO3)c1ccccc1
  -10%, 3%, u
21) CCc1ccc(NC(=O)c2ccc(F)c(S(=O)(=O)NCc3ccc(Cl)c(Cl)c3)c2)cc1
  u, 5%, u
22) CCc1ccccc1NC(=O)Cn1c(=O)n(CC2CCC(C(=O)NCCc3ccccc3)CC2)c(=O)c2ccccc21 (stereo not given)
  u, 0%[12.3 µM], u
23) CC(C)[C@H](NC(=O)c1ccccc1)C(=O)NCCc1ccccc1
  -18%, 0%, u
24) CN1CCCc2ccccc21
  -1%, x, -14%
25) O=C(c1sccc1-c1ccccc1)N1CCN(S(=O)(=O)c2ccccc2)CC1
  u, 5%, 23µM*
26) Cc1cc(N2CCOCC2)nc2ccc(NC(=O)C3CCCCC3)cc12
  13µM*, 0%, 10µM*
27) CCN(CC)S(=O)(=O)c1ccc(Oc2ccc(S(=O)(=O)N(CC)CC)cc2)cc1
  18µM*, 2%, 5.8µM*
28) CCOC(=O)c1ccc(NC(=O)C2CCCN(S(=O)(=O)c3cnc[nH]3)C2)cc1 (stereo not given)
  1%, 1%, -5%
29) Cc1ccc2nc(SCC(=O)NCc3ccco3)c(C)cc2c1
  u, 4%, u
30) COCCn1c(SCC(=O)Nc2c(C)n(C)n(-c3ccccc3)c2=O)nc2ccccc2c1=O
  -11%, 1%, -8%
31) CC1NC(=S)N(Cc2ccccc2)C1=O (stereo not given)
  -1%, 0%, -2%
32) NC(=O)c1ccc(NC(=O)COC(=O)CCN=C2NS(=O)(=O)c3ccccc32)cc1
  -1%, 0%, 16%
33) Cc1ccc(C(=O)c2c(NC(=O)c3ccncc3)sc3c2CCCC3)cc1
  u, 8%, u
34) O=c1[nH]nnc2cc(Cl)ccc12
  15%, x, -7%
35) CCN1CCN(CCCNC(=O)c2cc3c(=O)n(C)c4ccccc4c3s2)CC1
  u, 2%, 10µM*
36) COc1ccccc1/C=C/C(=O)Nc1cccnc1
  -12%, 7%, 2%
37) COc1cccc(-c2nc(NCc3cnc(C)cn3)c3ccccc3n2)c1
  -26%, 10%[56.1 µM], -29%
38) C/C(=N\Nc1nc(N2CCOCC2)nc(N2CCOCC2)n1)c1ccc([N+](=O)[O-])cc1
  10%, 4%, u
39) Nc1nnc(SCCN2C(=O)c3ccccc3S2(=O)=O)s1
  3%, 4%, -20%
40) CCCCCCCCCCCCCCCC[n+]1ccc(/C=N/O)cc1
  1.6µM*, -3%, 1.6µM*
41) COc1ccccc1N1CCN(C(=O)c2cc3c(=O)n(C)c4ccccc4c3n2C)CC1
  23µM*, 1%, 23µM*
42) COc1cccc(C(=O)N2c3ccccc3Sc3ccccc32)c1
  12µM*, 3%, 16µM*
43) Cc1onc(-c2ccc(Cl)cc2Cl)c1-c1csc(N/N=C/c2ccccc2)n1
  u, 5%, u
44) CC(C)(C)NC(=O)Nc1ccc2nccnc2c1
  -16%, 0%, -21%
45) CC(C)CCn1c(SCC(=O)N2CC(=O)Nc3ccccc32)nc2scc(-c3cccs3)c2c1=O
  -4%, 6%, u
46) CCOc1ccc(S(=O)(=O)N2CCC(C(=O)NCC(=O)Nc3cccc(Cl)c3C)CC2)cc1
  -15%, 0%, -24%
47) COC(=O)Cn1c2ccccc2c(=O)n1C(C)CBr (stereo not given)
  2%, x, 2%
48) CN(C)/C=N/c1ncnc2c1cnn2-c1ccc(C(F)(F)F)cn1
  3%, 3%[56.1 µM], 3%
49) Fc1ccc(OCCOCCN2CCNCC2)cc1
  -1%, 6%, -16%
50) COC(=O)c1ccccc1-n1c(CCC(=O)O)ccc1-c1ccc(F)cc1
  -17%, x, -2%

Part of the list above, reduced to TDP1 inh:
| nr | structure | TDP1 inh |
| --- | --- | --- |
| 45 | CC(C)CCn1c(SCC(=O)N2CC(=O)Nc3ccccc32)nc2scc(-c3cccs3)c2c1=O | 6% |
| 46 | CCOc1ccc(S(=O)(=O)N2CCC(C(=O)NCC(=O)Nc3cccc(Cl)c3C)CC2)cc1 | 0% |

The main list resumes; the five compounds before the break are reprinted first.
Every second line gives: TDP1 cell CPT, TDP1 inh, TDP1 cell noCPT
46) CCOc1ccc(S(=O)(=O)N2CCC(C(=O)NCC(=O)Nc3cccc(Cl)c3C)CC2)cc1
  -15%, 0%, -24%
47) COC(=O)Cn1c2ccccc2c(=O)n1C(C)CBr (stereo not given)
  2%, x, 2%
48) CN(C)/C=N/c1ncnc2c1cnn2-c1ccc(C(F)(F)F)cn1
  3%, 3%[56.1 µM], 3%
49) Fc1ccc(OCCOCCN2CCNCC2)cc1
  -1%, 6%, -16%
50) COC(=O)c1ccccc1-n1c(CCC(=O)O)ccc1-c1ccc(F)cc1
  -17%, x, -2%
51) Cc1cc2c(=O)n(C)c(SCC(=O)Nc3cccc(O)c3)nc2s1
  u, x, -29%
52) COc1cc([N+](=O)[O-])ccc1NC(=O)CCCOc1ccc(C)cc1
  3%, 4%, 10%
53) CCOc1ccc(C(=O)Nc2ccc3nc(N4CCN(CC)CC4)cc(C)c3c2)cc1
  u, x, 26µM*
54) CCc1nc(NCCc2ccccn2)c2nnn(Cc3ccccc3F)c2n1
  -22%, 3%, u
55) Cc1cc(C)c(C#N)c(Nc2ccccc2C)n1
  13%, x, 0%
56) COc1cc(CO)ccc1OCc1nnnn1-c1ccc(C)cc1
  u, 3%, u
57) CCCCOc1ccccc1NC(=O)CC1Sc2ccccc2NC1=O (stereo not given)
  21µM*, x, u
58) COc1cc(C(=O)OCC(=O)Nc2ccc(OC(F)F)cc2)cc(OC)c1OC
  -28%, 3%, u
59) O=c1oc2c3c(ccc2c2ccccc12)OCN(Cc1ccc(Cl)cc1)C3
  u, 1%, u
60) CCOC(=O)c1c(NC(=O)c2cccs2)sc(C)c1CC
  -27%, u, u
61) C[C@@H]1CN([C@@H](C)CO)C(=O)CCCn2cc(nn2)CO[C@H]1CN(C)S(=O)(=O)c1ccc(-c2ccccc2)cc1
  9.2µM*, x, 6.5µM*
62) COc1cc(NC(=O)CSc2nc3[nH]ncc3c(=O)n2-c2ccc(Cl)cc2)cc(OC)c1
  u, 3%, u
63) CCc1ccc(-n2nc(C)c3c(C)cc(=O)n(CC(=O)Nc4ccc(F)cc4C)c32)cc1
  -9%, 6%, -3%
64) CCC[C@@H]1Cc2ccccc2N1C(C)=O
  u, 0%, -26%
65) Cc1[nH]c(C)c(S(=O)(=O)NCCc2ccc(S(N)(=O)=O)cc2)c1C(=O)N1CCCC1
  u, 2%, u
66) Cc1ccc(C(=O)CSc2nnc(COc3cc(C)cc(C)c3)o2)cc1
  u, -3%, u
67) CCOc1ccc(NC(=O)Cn2cnc3c(oc4ccccc43)c2=O)cc1
  2%, 12%, -6%
68) CCN1CCN(C(=O)C2CCN(S(=O)(=O)c3cccc4cccnc34)CC2)CC1
  -18%, -1%, -16%
69) CC(C(=O)Nc1ccccc1Cl)c1ccc([N+](=O)[O-])cc1 (stereo not given)
  -9%, -5%, u
70) Cc1cc(C)c(Nc2nc3ccccc3n3c(C)nnc23)c(C)c1
  15µM*, 6%, 13µM*
71) COc1ccc(-c2csc(NC(C)c3nc4cc(C(F)(F)F)ccc4n3CCOCCO)n2)cc1 (stereo not given)
  16µM*, x, 18µM*
72) Cc1nn(-c2ccc(F)cc2)c(N)c1C1(O)C(=O)Nc2ccccc21 (stereo not given)
  4%, -8%, 1%
73) COc1ccc(-n2c(=O)[nH]c3cc(C(=O)NCCc4ccc(Cl)cc4)ccc3c2=O)cc1OC
  23µM*, 3%&-3%, 15µM*
74) COc1ccc(C(C(=O)NC(C)(C)C)N(Cc2ccco2)C(=O)CCC(=O)Nc2ccccn2)cc1 (stereo not given)
  -16%, 5%, -20%
75) COc1ccc(S(=O)(=O)N2CCOCC2)cc1NC(=O)Cc1cccs1
  14%, 0%[56.1 µM], -2%
76) O=C(COc1ccccc1)NNC1=NS(=O)(=O)c2ccccc21
  -2%, -3%, -4%
77) COc1ccc(CCNC(=O)c2ccccc2NS(=O)(=O)c2cc(C(=O)O)ccc2OC)cc1
  11%, x, -24%
78) Cc1nc2c(c(=O)n1CCC(C)C)c1nc3ccccc3nc1n2CC1CCCO1 (stereo not given)
  u, x, u
79) Cc1ccc(S(=O)(=O)N(CC(=O)Nc2ccc(F)cc2F)Cc2ccc(F)cc2)cc1
  18µM*, 1%, 21µM*
80) CCOc1cc(C=O)ccc1OCCSc1ccc(C)cc1
  -17%, u, -22%
81) O=C(O)CC(CC(=O)O)(C(=O)O)c1ccccc1
  1%, x, 7%
82) O=C(CNCC1(N2CCOCC2)CCCCC1)Nc1ccc(Cl)cc1
  -2%, 3%, -9%
83) Cc1ccc(C2C3=C(CCCC3=O)OC3=C2C(=O)CCC3)cc1
  -1%, -2%, -3%
84) COc1cc(NC(=O)c2cc(-c3cccs3)on2)cc(OC)c1OC
  21µM*, 3%, 16µM*
85) Cc1c(S(=O)(=O)Nc2cccc3ccccc23)c(=O)n(C)c(=O)n1C
  -8%, x, 3%
86) CC(=O)Nc1ccc2c(c1)nc1n2CCN(C2CCCCC2)C1
  6%, 3%, 4%
87) COc1cc2c(cc1O)CCN(C(=O)c1ccco1)C2C (stereo not given)
  -29%, 6%, u
88) COC(=O)CSc1[nH]c(=O)cc(C)c1C#N
  0%, 5%, -30%
89) Cc1cccc(N2CCN(C(=O)Cn3sc4nc(C)cc(C)c4c3=O)CC2C)c1 (stereo not given)
  3.7µM*, 9%, 4.6µM*
90) CC[C@@H](NC(=O)Cn1cc(C)c(=O)[nH]c1=O)c1ccccc1
  4%, x, -11%
91) COc1ccc(N2CCN(C(=O)c3ccc4[nH]c(C)c(C)c4c3)CC2)cc1
  u, x, u
92) CCCn1cc([C@@H]2C[C@H]3CN(Cc4cccc(Cl)c4)C(=O)[C@]34CCCN24)c(C)n1
  -17%, 3%, -9%
93) O=C1c2ccccc2C(=O)C12OC2c1ccc(Cl)cc1Cl (stereo not given)
  5.2µM*, -3%, 9.2µM*
94) CSc1ncc(Cl)c(C(=O)Nc2c(C(=O)c3ccc(C)c(F)c3)oc3ccccc23)n1
  5%, 7%, 7%
95) CCOc1ccc2c(c1)n(CO)c(=S)n2CO
  3%, 8%, -2%
96) CNC(=O)C1=C(C)n2c(nc3ccccc32)NC1c1ccc(OC)cc1 (stereo not given)
  0%, 1%, -5%
